# PERK inhibitor: inhibitors of human PERK kinase. inhibition, % at 5.6 µM. 220,000 compounds, 0.17% hits. CHO PERK-DD fusion, SEAP luminescence translation reporter. Q9NZJ5;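 active means inhibition above the mean inhibition of all tested compounds plus 3 SD, set separately per screening campaign, cut at about 2.9% in these data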;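 further: PERK kinase domain activated by AP20187 dimerizer at 100 nM; 0% = DMSO with dimerizer and 100% = rapamycin at 8.4 µM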
# FXIa inh: factor XIa (human) inhibition; P03951; purified FXIa, Boc-Glu-Ala-Arg-AMC fluorogenic substrate; inhibition, % at 5 µM; 220,000 compounds, 0.14% hits;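 active means inhibition of at least 40%; inactive means inhibition below 40%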;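 further: fluorescence of freed AMC excited at 355 nm; 0% = enzyme without compound and 100% = no enzyme blank; many of its hits are not listed in these tables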
# thrombin 1536: inhibitors of human thrombin | P00734 | inhibition, % at 5 µM | alpha-thrombin, Boc-VPR-AMC fluorogenic substrate cleavage | 220,000 compounds, 0.26% hits | AID 1046;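 active means inhibition at or above 40%; inactive means inhibition below 40%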;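 further: 0% = enzyme with no compound and 100% = wells without enzyme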
#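 Material: human alpha-thrombin enzyme / Medium: pH 7.5 Tris (50 mM) with NaCl 150 mM, Tween 20 0.05% / Compound: single-point dosing at 5 µM, 0.2% DMSO / Incubation: enzyme reaction carried out at room temperature / Detection: AMC fluorescence, 355/460 nm / Read-out basis: percent inhibition scaled between no-compound controls and no-enzyme blanks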
# KCC2 mod: modulates chloride dependent transport by human KCC2 | KCC2 cells, thallium flux FluoZin-2 fluorescence | B-score of Tl+ flux slope (higher = more flux/activation; lower = inhibition) at 10 µM | 190,000 compounds, 2.2% hits;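 active means thallium flux slope and its plate-corrected score both differing from the plate sample mean at a set confidence after two filtering rounds, in either direction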;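 further: slope of fluorescence scaled to starting intensity during 10 to 20 s after thallium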
# hK5 inh: inhibitors of human kallikrein 5 | Q9Y337 | recombinant hK5, fluorogenic AMC substrate cleavage | inhibition, % at 5 µM | 210,000 compounds, 0.59% hits | AID 873;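 active means inhibition of 40% or more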;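 further: 0% = enzyme controls without compound and 100% = no-enzyme blanks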
# Target sequence (Q9Y337 67-293 limits assumed): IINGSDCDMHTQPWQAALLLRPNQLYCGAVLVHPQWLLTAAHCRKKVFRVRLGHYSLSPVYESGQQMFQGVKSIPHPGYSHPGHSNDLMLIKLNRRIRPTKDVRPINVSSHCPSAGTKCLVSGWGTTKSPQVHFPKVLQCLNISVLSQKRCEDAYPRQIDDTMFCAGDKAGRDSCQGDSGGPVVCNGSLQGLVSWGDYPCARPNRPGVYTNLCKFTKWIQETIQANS
# Furin inh: human furin inhibition. P09958. purified furin, fluorogenic substrate cleavage. inhibition, % at 30 µM. 220,000 compounds, 0.061% hits; in the data active means inhibition above about 25%; further: inactives centre near -15
# FXIIa inh: factor XIIa (human) inhibition; inhibition, % at 5 µM; 220,000 compounds, 0.3% hits; P00748; purified FXIIa, Boc-QGR-AMC fluorogenic substrate, 2 h; AID 800; in the data active means inhibition above about 40%;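 further: 0% = enzyme with no compound and 100% = blank without enzyme; many of its hits are not listed in these tables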
# p97 ATPase inh: blocks human p97 ATPase activity. 220,000 compounds, 0.42% hits. recombinant p97 ATPase, Kinase-Glo ATP luminescence, 3 h. AID 1481. inhibition, % at 8 µM; in the data active means inhibition above about 15%;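 further: 0% = DMSO vehicle and 100% = wells lacking enzyme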
# Wee1 stabilizer: inhibitors of human Wee1 degradation; reporter increase, % at 5 µM; 220,000 compounds, 1.2% hits; HeLa Luc-Wee1K328M stability, luciferase luminescence; 100% = proteasome inhibitor MG132 effect; P30291; AID 1321;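 active means activation above the mean of all tested compounds plus 3 SD, set per screening run, cut at about 8.8% in these data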;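 further: cells exposed to compound for 20 h before luminescence read; 0% = DMSO alone and 100% = MG132 at 30 µM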
# Target sequence (P30291 whole entry K328M): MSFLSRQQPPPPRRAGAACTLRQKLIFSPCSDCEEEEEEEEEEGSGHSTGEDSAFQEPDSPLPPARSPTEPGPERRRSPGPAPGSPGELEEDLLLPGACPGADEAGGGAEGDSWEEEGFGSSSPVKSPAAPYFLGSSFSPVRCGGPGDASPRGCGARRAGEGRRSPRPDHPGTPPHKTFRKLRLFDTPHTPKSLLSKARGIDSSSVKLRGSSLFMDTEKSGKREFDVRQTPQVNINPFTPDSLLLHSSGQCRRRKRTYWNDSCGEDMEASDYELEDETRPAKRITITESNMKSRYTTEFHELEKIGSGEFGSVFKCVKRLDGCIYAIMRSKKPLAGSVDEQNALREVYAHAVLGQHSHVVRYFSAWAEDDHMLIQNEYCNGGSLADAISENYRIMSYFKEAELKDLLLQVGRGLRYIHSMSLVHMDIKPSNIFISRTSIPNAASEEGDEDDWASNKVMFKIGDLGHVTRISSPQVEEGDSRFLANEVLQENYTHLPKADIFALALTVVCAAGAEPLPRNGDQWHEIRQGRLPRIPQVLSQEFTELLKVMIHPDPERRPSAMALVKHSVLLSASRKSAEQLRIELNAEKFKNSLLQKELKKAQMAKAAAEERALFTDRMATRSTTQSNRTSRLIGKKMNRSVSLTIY
# Active calls of the source: *; nt = no result given; [ ] = remark or other dose.
structure	PERK inhibitor	FXIa inh	thrombin 1536	KCC2 mod	hK5 inh	Furin inh	FXIIa inh	p97 ATPase inh	Wee1 stabilizer
CC(C)CN1CN(Cc2ccco2)CNC1=S	1.1	-2.1	-3.3	1.67	-6.3	-28.5	7.4	3.0	0.2
CCN(CC)CCn1c(-c2ccc(C)cc2)nc(=S)c2c1CC(C)(C)OC2	0.6	6.0	-5.3	3.76	-3.8	-22.4	10.4	1.5	-2.1
CC(=O)c1ccc(N2CCN(c3ccc(S(=O)(=O)NCCN(C)C)cc3[N+](=O)[O-])CC2)cc1	0.6	-0.1	-1.8	0.663	0.2	3.1	5.4	0.8	5.9
CCCn1c(NC(=O)C2COc3ccccc3O2)nc2ccccc21 (stereo unspecified)	-0.3	2.2	-9.2	0.838	-10.1	-12.3[20 µM]	-2.6	-2.9	-1.8
CCc1ccc(N2C(=O)C3NN=C(C(=O)OCc4ccccc4)C3C2=O)cc1 (stereo unspecified)	0.9	4.5	-10.6	-1.23	-6.4	-5.7	8.2	0.7	-0.8
C(=C\c1ccccc1)/CSc1nc2ncccc2[nH]1	-0.2	3.3	-0.5	-0.00785	0.6	-13.0	6.5	5.2	0.8
Cc1cc(=O)[nH]c(N/N=C/c2ccccn2)n1	-0.3	5.7	-12.3	0.175	-66.3	-1.5	5.2	-7.1	4.4
COc1ccc(-c2ccc(-c3nnn(CC(C)=O)n3)cc2)cc1	0.8	-5.0	-4.2	0.013	12.0	-23.6[20 µM]	-7.2	-3.4	3.2
CCN(Cc1ccccc1)C(=O)/C=C/c1ccccc1[N+](=O)[O-]	-0.1	-1.9	-7.8	-0.802	-8.7	-14.9	0.0	1.4	-3.6
CC(=O)c1c(C)[nH]c(C2=NNC(=NC(C)(C)C)SC2)c1C	0.8	-8.3	-0.6	-0.658	-5.8	-4.1	5.3	4.1	3.3
O=C(Nc1ccc2sccc2c1)c1ccc(Cl)s1	1.0	5.2	-2.8	0.403	1.8	-32.6	13.3	6.5	4.5
CCOC(=O)CSC1=C(C#N)C(c2ccc(C)s2)CC(=O)N1 (stereo unspecified)	-1.1	16.9	-11.0	nt	-25.4	-24.5	-8.7	0.8	3.7
CCOC(=O)Cc1csc(NC(=S)NC(=O)c2ccccc2)n1	-0.1	2.5	-9.2	51.9*	-14.0	-12.8	-0.2	3.1	1.3
Clc1nnc(N/N=C/c2ccccc2)c2ccccc12	-0.4	-12.1	0.1	-1.75	-15.8	-17.8[20 µM]	6.5	0.5	2.4
CCOc1ccccc1NC(=O)CSC1=C(C#N)C(c2ccco2)C(C(=O)Nc2nc3ccccc3s2)=C(C)N1 (stereo unspecified)	0.2	4.4	-9.8	0.386	-12.4	-12.2	9.9	5.3	-2.5
COc1cc2c(cc1OC)CN(C(=O)COc1ccc(C)c(C)c1)CC2	-1.2	1.0	5.8	0.195	-23.9	-13.7[20 µM]	18.0	5.0	-0.2
CS(=O)(=O)N(Cc1ccccc1)c1ccc(C(=O)NCCSc2ccccn2)cc1	-0.5	7.8	4.5	-2.29	-17.2	2.5	16.8	1.6	0.9
CC12CCC(C(=O)Nc3cccnc3)(CC1=O)C2(C)C (stereo unspecified)	0.2	-2.1	-9.6	-0.179	-12.4	-17.9[20 µM]	0.5	-1.9	-0.7
O=c1/c(=C\c2ccc(F)cc2)sc2n1CCCN=2	1.8	-3.6	-4.2	-0.316	-2.1	-10.0	3.7	3.6	9.3*
CCOC(=O)COc1ccc(C2NC(C(=O)O)CS2)cc1 (stereo unspecified)	0.0	1.0	-3.1	0.541	-21.3	-17.8	11.6	4.8	0.6
CCC(C)(C)n1nnnc1C(C(C)C)N(Cc1ccco1)Cc1cc2cc3c(cc2[nH]c1=O)OCO3 (stereo unspecified)	-0.3	10.3	1.9	nt	1.2	-17.8[20 µM]	13.2	-1.1	1.4
O=C1CC(c2ccc(Cl)cc2)n2nc(N3C(=O)CCC3=O)nc2N1 (stereo unspecified)	0.3	-5.9	-2.6	0.152	0.0	-8.7	6.1	0.4	-1.1
O=C(Nc1nc2cc3c(cc2s1)OCCO3)c1cccc(N2C(=O)CCC2=O)c1	1.6	4.8	-0.4	-0.203	0.4	-31.7	7.7	6.8	-0.7
Cc1ccc2nsnc2c1S(=O)(=O)NC1CC1	0.5	4.3	-0.5	-0.0521	-9.3	-16.6[20 µM]	14.5	5.5	0.7
Cc1ccc(OCC(=O)N2CCN(C(=O)Cc3ccccc3)CC2)cc1	0.3	-1.0	-6.5	-0.402	-2.3	-25.7	3.6	2.2	-0.7
COc1ccc(OC)c(NC(=O)Cn2c(CCC(=O)O)ccc2-c2ccc(C)cc2)c1	0.4	1.3	1.7	-0.0106	nt	-10.9	12.5	0.6	6.0
Cc1nnc(N2C(=O)C(O)=C(C(=O)c3ccco3)C2c2ccc(C(C)(C)C)cc2)s1 (stereo unspecified)	-0.6	4.5	-4.1	-0.584	-4.0	-14.9[20 µM]	10.3	1.7	4.8
N#Cc1c2n(c3c(N)ncnc13)CCCCC2	-0.5	-4.4	-3.8	0.612	-0.5	-10.2	3.0	1.4	-0.7
CCCCc1c(O)nc(SCC(=O)N2CCCCC2)n(-c2ccccc2C)c1=O	0.5	1.6	-1.5	-0.358	11.5	-15.2	2.0	1.4	0.9
c1ccc(-n2ncc3c(NCc4ccccn4)ncnc32)cc1	-0.2	4.5	-3.1	0.836	2.6	-12.4[20 µM]	11.3	-2.6	6.6

# Three compounds already listed, sorted by count of non-hydrogen atoms, largest number first:
structure	PERK inhibitor	FXIa inh	thrombin 1536	KCC2 mod	hK5 inh	Furin inh	FXIIa inh	p97 ATPase inh	Wee1 stabilizer
CS(=O)(=O)N(Cc1ccccc1)c1ccc(C(=O)NCCSc2ccccn2)cc1	-0.5	7.8	4.5	-2.29	-17.2	2.5	16.8	1.6	0.9
CCOC(=O)CSC1=C(C#N)C(c2ccc(C)s2)CC(=O)N1 (stereo unspecified)	-1.1	16.9	-11.0	nt	-25.4	-24.5	-8.7	0.8	3.7
CC12CCC(C(=O)Nc3cccnc3)(CC1=O)C2(C)C (stereo unspecified)	0.2	-2.1	-9.6	-0.179	-12.4	-17.9[20 µM]	0.5	-1.9	-0.7

# Next structures:
structure	PERK inhibitor	FXIa inh	thrombin 1536	KCC2 mod	hK5 inh	Furin inh	FXIIa inh	p97 ATPase inh	Wee1 stabilizer
Cc1ccccc1Cn1cc(NC(=O)c2cc(-c3ccco3)on2)cn1	-0.2	-3.3	2.6	0.691	-17.9	-15.2	-0.4	2.0	-4.2
CCOC(=O)c1cc(CC)sc1/N=C/C1C(=O)CCCC1=O	-0.2	-2.0	0.4	-1.6	1.3	6.3	8.6	-1.8	-1.5
COc1ccc(Oc2ccc(/C=C/C(=O)c3cccc(OC)c3)cc2[N+](=O)[O-])cc1	0.1	6.0	0.0	1.38	-8.9	-12.1	13.8	4.5	-2.3
O=C(COC(=O)c1ccc(Br)o1)NCCc1ccccc1	0.2	4.9	-0.7	0.778	0.6	-31.8	10.2	-3.0	-1.5
Nc1ccc(Oc2ccc3c(c2)C(=O)N(CC2CCCO2)C3=O)cc1 (stereo unspecified)	0.4	6.2	-0.8	-0.413	-1.8	-15.3	5.4	-4.5	6.9
O=C(CCSc1ccccc1Cl)Nc1cccc([N+](=O)[O-])c1	1.6	9.9	-1.9	-0.978	-0.2	-28.4	10.7	0.6	-2.8
O=c1oc2ccccc2n1CSc1nc2ccccc2s1	-0.8	9.5	10.7	nt	16.9	-12.9	15.8	-5.1	5.5
COCCn1c(SCc2nnc(-c3ccc(OC)c(OC)c3)o2)nc2sc3c(c2c1=O)CCC3	0.6	nt	nt	-2.64	nt	-10.1[20 µM]	nt	4.0	-2.4
COc1ccc(NC(=O)N(Cc2cc3cc(C)ccc3[nH]c2=O)CC2CCCO2)cc1 (stereo unspecified)	-2.9	1.2	-0.5	0.721	0.4	-16.5	12.4	-1.8	-1.6
CCc1c(O)nc(SC2CC(=O)N(c3ccccc3)C2=O)[nH]c1=O (stereo unspecified)	-0.2	-7.2	-1.9	0.566	-5.1	-15.8[20 µM]	1.5	-7.5	-4.1
CCCCCCCCNc1nc(Cl)nc(NCc2ccco2)n1	0.5	4.5	-0.5	0.00196	-9.9	-12.3	8.0	3.8	-0.7
Cc1nc2ccccc2c2oc(C(=O)NCC3COc4ccccc4O3)cc12 (stereo unspecified)	-0.4	7.5	-1.5	-3.16	-7.0	-26.9	17.7	-0.3	-1.8
CC1(C)CC(=O)C([N+](=O)[O-])=C(NCCCO)C1	1.2	3.2	-4.3	-0.0104	-4.7	-1.9	10.2	-2.1	2.2
OC(COCC(F)(F)C(F)(F)C(F)(F)C(F)F)Cn1c2ccc(Cl)cc2c2cc(Cl)ccc21 (stereo unspecified)	0.2	-0.5	-11.1	2.13	-3.2	-0.2	8.9	0.4	-3.0
CC(C)OC(=O)/C(=C\c1cccc2ccccc12)NC(=O)c1ccccc1	-0.3	2.9	-0.1	-1.49	-4.4	1.2	8.7	0.6	5.9
CC(CNC(=O)c1ccc2c(c1)OCO2)c1ccc([N+](=O)[O-])cc1 (stereo unspecified)	0.3	-3.8	3.8	0.27	-19.2	-11.3	14.0	0.1	3.7
CC(=O)NCCCc1nc2ccccc2n1Cc1cc(C)ccc1C	-0.7	-1.8	-1.2	-0.195	0.5	-23.4	10.7	0.5	-0.3
Cc1cc(/C=C2/SC(=S)N(c3cccc(Cl)c3)C2=O)c(C)n1-c1cccnc1	-0.1	nt	nt	nt	nt	-17.0[20 µM]	nt	3.6	-1.2
CC(NC(=O)c1cc(F)c(F)cc1Cl)c1ccncc1 (stereo unspecified)	0.9	15.1	27.2	0.474	25.7	-10.8	29.5	-0.6	0.9
Cc1ccc(-c2nc(=S)c3c(n2Cc2ccco2)CC(C)(C)OC3)cc1	0.1	-24.9	-2.9	nt	4.2	-2.5	9.9	-1.4	12.7*
Cc1[nH]n(-c2ccccc2)c(=O)c1N=O	0.1	-5.7	-11.5	-0.781	-4.2	-6.8	4.8	-1.8	-0.8
Cc1nn(C(=O)c2nn(C)cc2Cl)c(C)c1Br	0.6	5.9	-2.9	1.07	-14.9	-0.8	9.3	9.4	6.1
COc1ccc2cc(C#N)c(SCC(=O)N3CCCC3)nc2c1	-0.7	-5.0	-4.4	-0.305	-1.4	-11.5[20 µM]	6.9	-2.4	-1.3
CCOc1ccc(N(CC(=O)Nc2cccc(N(C)S(C)(=O)=O)c2)S(=O)(=O)c2ccccc2)cc1	-1.8	-4.3	-5.6	1.2	-16.2	-27.4	3.5	-2.4	4.4
CCN(CC)S(=O)(=O)c1c(OC)cc(C)c(Cl)c1C	1.8	-7.4	-5.1	-0.113	-0.6	-19.0	3.8	5.6	-3.6
CCOC(=O)c1c(C)[nH]c(C(=O)OCC(=O)N2CC(C)OC(C)C2)c1C (stereo unspecified)	-0.4	2.2	4.8	1.38	-2.5	-5.5	13.6	0.7	-2.1
O=C(O)c1cc(/C=N\O)ccc1OCc1ccccc1	0.7	2.5	7.5	-1.04	50.9*	-23.9[20 µM]	2.3	3.8	4.2
Cc1ccc(C2C3C(=O)N(c4ccc(C)cc4)C(=O)C3N3CCCN23)cc1 (stereo unspecified)	0.6	-1.6	-5.8	0.907	-1.6	-12.9	2.6	4.9	-1.7
COc1cc(/C=N/Nc2ccc(F)cc2F)cc(OC)c1OC	-0.1	-3.4	-15.9	-0.597	-8.3	-12.8	5.4	-3.6	-1.7
Cc1ccc2ccccc2[n+]1CCCS(=O)(=O)[O-]	0.8	0.3	-0.7	nt	3.1	-22.7	11.1	4.0	-2.5
COC(=O)Cn1c2c(c3cc(C)ccc31)CCCC2	nt	7.6	-2.3	nt	-12.1	nt	10.9	nt	nt

# From PubChem
